mHTT-CaM PPI inh – inhibitors of human mutant huntingtin-calmodulin interaction; P42858; AlphaScreen His-mHTT/GST-CaM binding, luminescence; inhibition, % at 15 µM; hit rate 3.6% among 190,000;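 also: 0% = both proteins with DMSO and 100% = one protein alone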
Target sequence (P42858 whole entry, looked up, stated change not applied): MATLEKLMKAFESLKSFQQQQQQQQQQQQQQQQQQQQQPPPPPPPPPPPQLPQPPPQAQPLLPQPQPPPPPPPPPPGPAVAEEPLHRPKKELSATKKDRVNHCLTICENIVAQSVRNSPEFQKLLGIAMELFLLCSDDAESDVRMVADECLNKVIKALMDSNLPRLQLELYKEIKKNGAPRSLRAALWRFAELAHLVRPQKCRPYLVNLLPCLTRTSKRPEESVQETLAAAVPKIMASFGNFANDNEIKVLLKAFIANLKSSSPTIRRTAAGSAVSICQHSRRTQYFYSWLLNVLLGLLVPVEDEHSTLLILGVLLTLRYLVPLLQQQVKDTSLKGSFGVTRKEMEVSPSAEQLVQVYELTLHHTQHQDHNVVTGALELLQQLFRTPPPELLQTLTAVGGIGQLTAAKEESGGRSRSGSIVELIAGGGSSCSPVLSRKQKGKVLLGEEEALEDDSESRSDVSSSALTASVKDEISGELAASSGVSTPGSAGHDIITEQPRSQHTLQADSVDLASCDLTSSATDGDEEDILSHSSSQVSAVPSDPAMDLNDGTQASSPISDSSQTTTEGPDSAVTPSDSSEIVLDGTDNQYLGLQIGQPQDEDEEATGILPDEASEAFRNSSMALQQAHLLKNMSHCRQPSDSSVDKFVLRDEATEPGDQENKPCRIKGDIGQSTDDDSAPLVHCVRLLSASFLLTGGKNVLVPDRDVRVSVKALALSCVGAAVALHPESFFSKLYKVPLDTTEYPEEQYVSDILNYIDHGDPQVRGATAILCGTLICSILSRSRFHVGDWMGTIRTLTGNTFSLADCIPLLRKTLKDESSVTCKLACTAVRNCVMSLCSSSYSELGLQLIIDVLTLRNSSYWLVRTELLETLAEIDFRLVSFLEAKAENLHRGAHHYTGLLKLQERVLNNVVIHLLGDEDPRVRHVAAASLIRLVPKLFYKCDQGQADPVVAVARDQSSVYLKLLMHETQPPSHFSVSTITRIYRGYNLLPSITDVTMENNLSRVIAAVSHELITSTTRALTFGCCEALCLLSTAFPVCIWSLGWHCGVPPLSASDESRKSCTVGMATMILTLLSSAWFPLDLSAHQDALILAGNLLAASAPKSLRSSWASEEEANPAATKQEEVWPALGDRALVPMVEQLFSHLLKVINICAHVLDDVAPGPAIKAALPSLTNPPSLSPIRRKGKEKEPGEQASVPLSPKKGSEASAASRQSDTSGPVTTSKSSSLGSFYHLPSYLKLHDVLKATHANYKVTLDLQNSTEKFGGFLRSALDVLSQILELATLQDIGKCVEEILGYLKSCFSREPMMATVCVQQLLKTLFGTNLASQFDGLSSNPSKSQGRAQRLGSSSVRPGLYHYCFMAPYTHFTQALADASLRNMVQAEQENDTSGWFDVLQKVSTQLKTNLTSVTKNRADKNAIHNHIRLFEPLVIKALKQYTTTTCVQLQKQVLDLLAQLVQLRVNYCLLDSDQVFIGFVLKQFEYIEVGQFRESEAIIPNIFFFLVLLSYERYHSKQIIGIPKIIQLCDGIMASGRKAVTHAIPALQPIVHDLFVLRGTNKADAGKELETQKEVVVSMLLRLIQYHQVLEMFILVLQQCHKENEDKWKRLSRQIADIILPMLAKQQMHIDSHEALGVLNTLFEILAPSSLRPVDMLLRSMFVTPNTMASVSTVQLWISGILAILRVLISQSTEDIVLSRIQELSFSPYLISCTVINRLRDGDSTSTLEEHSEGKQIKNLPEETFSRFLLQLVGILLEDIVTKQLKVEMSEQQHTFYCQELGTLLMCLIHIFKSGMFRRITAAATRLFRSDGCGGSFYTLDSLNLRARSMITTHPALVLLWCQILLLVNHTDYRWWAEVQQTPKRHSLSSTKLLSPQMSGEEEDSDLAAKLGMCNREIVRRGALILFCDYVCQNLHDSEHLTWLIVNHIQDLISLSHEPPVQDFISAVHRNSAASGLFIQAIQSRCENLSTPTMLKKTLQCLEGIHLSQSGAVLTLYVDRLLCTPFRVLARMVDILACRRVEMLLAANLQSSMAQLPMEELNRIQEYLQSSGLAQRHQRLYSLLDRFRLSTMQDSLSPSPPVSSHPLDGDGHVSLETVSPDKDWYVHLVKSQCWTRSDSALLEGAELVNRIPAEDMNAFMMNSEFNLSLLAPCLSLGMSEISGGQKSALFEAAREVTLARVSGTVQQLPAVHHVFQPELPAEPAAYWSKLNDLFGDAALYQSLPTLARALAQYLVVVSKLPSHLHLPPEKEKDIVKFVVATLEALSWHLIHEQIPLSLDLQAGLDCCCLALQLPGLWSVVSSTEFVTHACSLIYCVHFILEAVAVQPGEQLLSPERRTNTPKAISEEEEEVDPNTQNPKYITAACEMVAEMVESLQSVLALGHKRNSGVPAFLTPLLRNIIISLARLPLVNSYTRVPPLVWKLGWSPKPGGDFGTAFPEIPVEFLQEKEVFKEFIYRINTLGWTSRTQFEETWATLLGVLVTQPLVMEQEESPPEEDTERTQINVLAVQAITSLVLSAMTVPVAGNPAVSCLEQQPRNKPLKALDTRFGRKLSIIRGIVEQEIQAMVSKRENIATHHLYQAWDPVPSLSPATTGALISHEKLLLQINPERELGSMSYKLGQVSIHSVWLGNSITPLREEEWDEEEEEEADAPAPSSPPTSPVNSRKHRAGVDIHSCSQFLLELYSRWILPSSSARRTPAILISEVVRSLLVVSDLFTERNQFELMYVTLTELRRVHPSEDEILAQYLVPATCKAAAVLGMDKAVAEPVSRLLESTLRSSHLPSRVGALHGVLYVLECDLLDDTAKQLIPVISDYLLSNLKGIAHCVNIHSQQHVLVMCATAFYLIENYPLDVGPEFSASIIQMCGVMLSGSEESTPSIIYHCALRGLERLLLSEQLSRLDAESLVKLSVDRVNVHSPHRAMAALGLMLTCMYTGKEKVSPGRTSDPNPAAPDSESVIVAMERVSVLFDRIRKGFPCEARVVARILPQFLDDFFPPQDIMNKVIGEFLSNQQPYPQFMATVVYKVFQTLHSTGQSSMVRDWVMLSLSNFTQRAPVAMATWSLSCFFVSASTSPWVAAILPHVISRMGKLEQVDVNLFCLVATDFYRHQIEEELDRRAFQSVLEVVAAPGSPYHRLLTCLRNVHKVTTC
Pf apPOL block – Pf-apPOL DNA polymerase inhibition; Recombinant Pf-apPOL, molecular beacon fluorescence, 1.5 h; inhibition, % at 10 µM; hit rate 0.25% among 210,000
* marks the source's active call; other numbers are inactive results; / = not tested or not shown; & = joins results of further samples. Rule as the data show it: active = inhibition above about 50%; inactive = the rest. An excerpt, so the mix of outcomes need not match the whole.

SMILES | mHTT-CaM PPI inh | Pf apPOL block
COc1ccccc1Cc1noc(C2CN(C(=O)C3CC=CCC3)C2)n1 (centres undefined) | -17 | -4
COc1ccc(-c2nc(COc3cccc(Cl)c3)no2)cc1 | -52 | 1
Cc1ccc(C(=O)N2CCc3c(c(-c4nc(C5CC5)no4)nn3C)C2)cc1F | 1 | -3
COc1ccc(S(=O)(=O)Nc2ccc(F)cc2F)cc1OC | -4 | -13
O=C1c2ccccc2C(=O)N1CNc1ccccc1F | -2 | 4
O=C(c1cc2ccccc2oc1=O)N1CCSC1c1ccc([N+](=O)[O-])cc1 (centres undefined) | 11 | -6
CCCCC(O)C1CCN(Cc2cnn(CC)c2)CC1 (centres undefined) | 1 | 5
COc1ccc(O)c(CNC2CCN(c3ccc(C(=O)Nc4ccc(F)cc4)cn3)C2)c1 (centres undefined) | 9 | -2
Cc1ccc(-c2nc3s/c(=C\c4sccc4C)c(=O)n3n2)cc1 | -6 | -4
CCOc1ccc(NC(=O)Nc2nnc(-c3ccco3)s2)cc1 | -2 | -7
CC(=O)N1CC(C(=O)NCc2ccccc2F)CC(c2cccc(C)c2)C1 (centres undefined) | 1 | -1
CCOC(=O)c1cnc2nc(C)ccc2c1Nc1ccc(C)c(F)c1 | 46 | 3
CCCNc1cc(N2CCC(CCC(=O)NCc3ccccc3Cl)CC2)ncn1 | 6 | -8
CC(C)c1ccc(/C=C2\C(=O)Nc3ccc(F)cc32)cc1 | 100* | -8
O=C(Nc1ccc(F)cc1)c1ccc(Br)cc1 | -3 | -1
COc1ccc(Cl)cc1NC(=O)c1cccs1 | -7 | -10
Cn1c2c(c(SCc3ccc(Cl)cc3)nc1=O)CCC2 | 9 | -7
Cc1ccc(-c2csc(N)n2)c(C)c1 | 13 | -3
O=C(CNC(=O)c1ccccc1)Nc1cccc(-c2ccn[nH]2)c1 | 0 | 0
O=C(Oc1ccc2c(c1)OC(=Cc1cccnc1)C2=O)c1ccncc1 | 24 | 6
O=C(NCCc1ccncc1)NC(=O)c1c(F)cccc1F | / | 2
CSc1nsc(Br)c1NC(=O)C(F)(F)F | 3 | -2
CCn1c(C2CCN(C(=O)Nc3cccc(C(F)(F)F)c3)C2)nc2cccnc21 (centres undefined) | 10 | -3
Nc1ccc2c(c1)SSc1cc(N)ccc1-2 | 39 | /
CC(C)(O)C#CC1(C)CCCC(C)(C)O1 (centres undefined) | -8 | -1
More results
SMILES | mHTT-CaM PPI inh | Pf apPOL block
COc1cccc(NC(=O)c2cnc3n(c2=O)CCS3)c1 | 1 | -4
CC(C)C(=O)N(C)CC(=O)N1N=C(c2ccccc2F)CC1c1ccccc1F (centres undefined) | 17 | 0
Cc1ccccc1N1CCC(C(=O)NCc2ccccc2F)C1=O (centres undefined) | 9 | -2
O=C(NC1CCCC1)C1CCN(C(=O)c2cccc(Cl)c2)CC1 | -7 | -2
CCN(CC)CCN=C(N)C(C#N)=Cc1[nH]c2ccccc2c1O | 18 | -1
OC(c1ccccn1)C1CCN(Cc2ccc(F)c(Cl)c2)CC1 (centres undefined) | 7 | 4
COc1ccc(C=NCCNc2nccc(C(F)(F)F)n2)cc1OC | / | -3
O=C(NCC1COc2ccccc2O1)c1cccc([N+](=O)[O-])c1 (centres undefined) | 5 | -6
CC(=O)OCC1OC2OC3(CCCCC3)OC2C2OC3(CCCCC3)OC12 (centres undefined) | -15 | -7
CN(Cc1ccccc1)C(NC(=O)c1cccs1)C(=O)c1ccccc1 (centres undefined) | -9 | 0
CCC(=O)Nc1cccc(Br)c1 | -4 | 3
COC(=O)c1ccc(S(=O)(=O)NNc2ncnc3cc(C(C)(C)C)sc23)n1C | / | 5
C=C(C)C1C(c2cc(CCN(C)C)ccc2OC)C=C(C)CC1c1cc(CCN(C)C)ccc1OC (centres undefined) | / | 1
COc1ccc(CNC(=O)c2coc(=O)c3ccccc23)cc1 | 1 | -6
COC(=O)C[C@H]1c2cc(F)ccc2S(=O)(=O)N1C1CC1 | 0 | 0
Cc1nn2c(=O)[nH]c(SCC(=O)NCC3CCCO3)nc2c1-c1ccccc1 (centres undefined) | 0 | -3
Cc1noc(C)c1C(=O)Oc1ccc(-c2csnn2)cc1 | / | 4
O=C(CSc1nc(-c2cccc([N+](=O)[O-])c2)cs1)NCc1ccc2c(c1)OCO2 | -8 | 0
CN1c2cc(C(=O)NCc3ccccc3Br)ccc2C(=O)N2CCCCC21 (centres undefined) | -31 | -2
O=C(NCc1ccccn1)c1cc(-c2cccnc2)nc2ccccc12 | 10 | -7
CCOc1ccc(NC(=O)C(=O)NCCC2=CCCCC2)cc1 | -5 | -31
Cc1c(C#N)c(N)n(CCC2=CCCCC2)c1C | 44 | /
CC(C)c1cc(C2CCCN2C(=O)C(C)(C)C)on1 (centres undefined) | -7 | -3
Cc1c(C#N)c2ncn(Cc3ccccc3)c(=O)c2n1-c1ccccc1 | 3 | -6
Cc1cc(CN2CCC(CNC(=O)C(=O)NCc3ccc4c(c3)OCO4)CC2)c(C)o1 | -8 | -10
Going on with the list:
SMILES | mHTT-CaM PPI inh | Pf apPOL block
CCc1ccc(NC(=O)C2CCc3nc(N4CCN(C(C)=O)CC4)sc3C2)cc1 (centres undefined) | 7 | -4
O=C(CSc1cn(CCNC(=O)c2c(F)cccc2F)c2ccccc12)NC1CCCCC1 | 8 | 0
O=C(Nc1ccc(Cl)cc1)Nc1ccc(F)c(F)c1 | -18 | 2
CC(C)C(=O)N1CCC(O)(c2ccccc2)C(N(C)C)C1 (centres undefined) | -4 | -10
COc1ccc2nc(N3CCC(C(=O)N4CCCC4)CC3)sc2c1 | 1 | -1
O=C(Nc1cccc(C(F)(F)F)c1)c1cc(I)ccc1Cl | -53 | 6
CC1(C)C(C=C(Cl)Cl)C1C(=O)N1CCCCC1 (centres undefined) | -3 | 2
COc1ccc(C2=N/C(=C/c3ccc(OC)cc3OC)C(=O)O2)cc1 | 8 | -2
CC(=O)N1CCc2cc(Br)cc(S(=O)(=O)Nc3cccc([N+](=O)[O-])c3)c21 | 7 | -3
CSc1ccc(CN2CCCN(C)CC2)cc1 | 0 | 6
O=C(NCCC1=CCCCC1)c1cc2ccccc2oc1=O | -8 | 0
CCCS(=O)(=O)N1CCC(C(=O)NCc2cccnc2)CC1 | 0 | 5
O=C(c1cccs1)N1CCCC(c2ccnc(Nc3ccccc3F)n2)C1 (centres undefined) | 30 | -1
CC(C(=O)N1CCCCCC1)N(c1ccccc1)S(C)(=O)=O (centres undefined) | -6 | -10
O=C(Oc1ccc2c(c1)OC(=Cc1ccc3c(c1)OCO3)C2=O)c1ccco1 | 1 | -2
CSc1nc(C)nc(Sc2ccccn2)c1C#N | / | -8
O=C(c1cn2c(n1)CCC(c1cc(F)ccc1F)C2)N1CCOCC1 (centres undefined) | 3 | -7
CC(=O)C1=C(C)NC(SCC(=O)c2ccc([N+](=O)[O-])cc2)=C(C#N)C1c1ccccc1Cl (centres undefined) | 61* | -18
COc1cc(CCNC(C)=O)c(C(=O)C=Cc2cccc(OC)c2OC)cc1OC | / | -11
CC(C)NCC(O)COc1ccc(CCOCC2CC2)cc1 (centres undefined) | / | 4
COCCNC(=O)c1ccn2c(-c3ccccc3Br)nnc2c1 | 2 | 0
CCCCCCC1C2C(=O)N(c3ccccc3)C(=O)C2ON1c1ccc(Cl)c(Cl)c1 (centres undefined) | / | -2&-3
Cc1c(C)c(C)c(S(=O)(=O)N2CCC(Cc3ccccc3)CC2)c(C)c1C | -27 | -4
Cc1cc(=O)n(CC(=O)Nc2cccc(C)n2)cn1 | -18 | -4
Cc1ccc(CN2C(=O)c3ccccc3C2C(=O)NCCCN(C)C2CCCCC2)cc1 (centres undefined) | -6 | -15

Three of these compounds in another layout:
CSc1nc(C)nc(Sc2ccccn2)c1C#N
  mHTT-CaM PPI inh: /; Pf apPOL block: -8
O=C(c1cn2c(n1)CCC(c1cc(F)ccc1F)C2)N1CCOCC1 (centres undefined)
  mHTT-CaM PPI inh: 3; Pf apPOL block: -7
CC(=O)C1=C(C)NC(SCC(=O)c2ccc([N+](=O)[O-])cc2)=C(C#N)C1c1ccccc1Cl (centres undefined)
  mHTT-CaM PPI inh: 61*; Pf apPOL block: -18

Additional records:
SMILES | mHTT-CaM PPI inh | Pf apPOL block
O=[N+]([O-])c1ccc(Sc2n[nH]c(C(F)(F)F)n2)nc1 | / | -8
N#Cc1cc([N+](=O)[O-])ccc1-n1nnc2ccccc21 | 3 | -6
Cc1ccc(-c2c(C(=O)NCc3ccccn3)oc(=O)c3ccccc23)cc1 | 3 | -4
CCn1c(N2CCCC(C(=O)N3CCN(c4ccccc4F)CC3)C2)cc(=O)n(C)c1=O (centres undefined) | 17 | -6
O=C(CSc1nc2[nH]c(=O)cc(O)c2s1)NC1CCCC1 | 3 | /
COc1ccc2[nH]cc(CCN3CC(C(=O)Nc4cccc(F)c4)CC3=O)c2c1 (centres undefined) | 36 | -8
O=C(NC(Nc1ccc(I)cc1)C(=O)c1ccccc1)c1ccco1 (centres undefined) | 42 | -1
O=C(Nc1ccccc1Cl)c1ccc(F)c(S(=O)(=O)N2CCC(C(=O)O)CC2)c1 | 2 | 0
O=C(O)C1C2C=CC3(CN(c4ccccc4)C(=O)C13)O2 (centres undefined) | -6 | 1
CC(C)c1ccc(C=C2Oc3c(ccc(O)c3CN3CCN(CCO)CC3)C2=O)cc1 | 30 | -40
CC(=O)N1c2c(cc(Br)cc2S(=O)(=O)Nc2ccc(C)c(F)c2)CC1C (centres undefined) | 18 | -1
Cc1ccc2c(c1)CCCN2CCn1c(=O)[nH]c2ccc(C)cc2c1=O | / | -2
O=C(c1ccco1)N1CCN(S(=O)(=O)CCCOc2ccc3c(c2)OCO3)CC1 | 6 | 3
CN1CCN(CCC2(c3cccc(C(F)(F)F)c3)CCOC(C)(C)C2)CC1 (centres undefined) | 0 | -4
c1csc(-c2nc(-c3ccc4c(c3)ncn4CCN3CCCCC3)no2)c1 | -3 | -4
O=C(Cn1cnc2c(c1=O)CCN(Cc1ccccc1)C2)Nc1ccccc1 | -5 | 2
CC(=O)C1=C(C)OC(N)=C(C#N)C1c1cccc(Br)c1 (centres undefined) | 7 | -1
Cc1ccc(CNC(=O)C2(C)CCCN(C(=O)CC(C)C)C2)cc1 (centres undefined) | -7 | 2
Cc1nc2c(c(=O)n1CC(=O)Nc1cccc(F)c1)CCN(Cc1ccccc1)C2 | 0 | -6
COc1ccc(C2C(C(=O)NCCCN3CC(C)CC(C)C3)c3ccccc3C(=O)N2C)cc1 (centres undefined) | 3 | -6
Cc1oc(-c2cccc(Cl)c2)nc1Cn1c(=O)n(C(C)C)c(=O)c2ccccc21 | 14 | 0
COc1ccc(C2=NN3C(C2)c2ccccc2OC32CCCCC2)cc1OC (centres undefined) | 45 | -8
CCN(CC)S(=O)(=O)c1ccc2oc(C(=O)Nc3cc(Cl)ccc3OC)c(C)c2c1 | 0 | -6
Cc1c(Cl)cccc1NC(=O)CC(NCCC1=CCCCC1)C(=O)O (centres undefined) | -5 | -3
COc1cccc(C2=CC(c3cc(OC)ccc3OC)n3ncnc3N2)c1 (centres undefined) | 14 | 14
Carrying on:
SMILES | mHTT-CaM PPI inh | Pf apPOL block
Cc1ccccc1C1CCCN1C(=O)Nc1ccc(Br)cc1 (centres undefined) | -11 | -3
O=C(NC(CO)C(O)c1ccc([N+](=O)[O-])cc1)C(Cl)Cl (centres undefined) | -7 | -8&19&-9
C=CS(=O)(=O)c1ccc(OC)c(N)c1 | -2 | /
CNC(=O)C(C1CCCC1)N1CCN(C(=O)c2ccc(OC)cc2)CC1 (centres undefined) | 5 | 3
CCS(=O)(=O)c1cccc(C(=O)Nc2nc(-c3cc(Cl)sc3Cl)cs2)c1 | 4 | 3
COc1ccc(NC(=O)C2CCc3nc(N4CCC(C)CC4)ncc3C2)c(OC)c1 (centres undefined) | 20 | -8
CCOc1ccc(S(=O)(=O)N(CC(=O)Nc2ccc(C(C)C)cc2)c2ccccc2)cc1 | 0 | -9
Cc1ccc(C(=O)NCc2ccc3c(c2)nnn3C)cc1 | -6 | -2
CCOc1ccc(NC(=O)Cc2ccc(Cl)cc2)c([N+](=O)[O-])c1 | 8 | -2
O=C(c1cccs1)N1CCc2ccccc21 | -2 | -16
COc1ccc(-c2csc(NC(=O)C3CCCCC3)n2)c(OC)c1 | 9 | -3
O=C(O)CCC(=O)Nc1ccc(C(=O)O)cc1 | 0 | -10
COc1cccc2cc(C(=O)NCc3ccco3)c(=Nc3ccc(C(=O)O)cc3)oc12 | -5 | 0
CC(C)NC(=O)N1CCN(c2cc(-c3ccccc3)ncn2)CC1 | -3 | -5

Whole records, quoted from the list.
Entry for `CCOc1ccc(NC(=O)Cc2ccc(Cl)cc2)c([N+](=O)[O-])c1` → mHTT-CaM PPI inh = 8; Pf apPOL block = -2
Entry for `CCS(=O)(=O)c1cccc(C(=O)Nc2nc(-c3cc(Cl)sc3Cl)cs2)c1` → mHTT-CaM PPI inh = 4; Pf apPOL block = 3

As entered above:
Reading for O=C(O)CCC(=O)Nc1ccc(C(=O)O)cc1 in Pf apPOL block: -10
Reading for CCOc1ccc(NC(=O)Cc2ccc(Cl)cc2)c([N+](=O)[O-])c1 in mHTT-CaM PPI inh: 8

Reprinted at random: two compounds from above.
SMILES | mHTT-CaM PPI inh | Pf apPOL block
C=CS(=O)(=O)c1ccc(OC)c(N)c1 | -2 | /
O=C(c1cccs1)N1CCc2ccccc21 | -2 | -16

Assay outcomes from PubChem.
